Tat export inh: inhibitors of E. coli Tat protein transport; E. coli MC4100 TorA-mCherry Tat export, fluorescence; inhibition, % at 10 µM; actives 0.036% (n = 340,000); AID 488895;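 active = mean replicate inhibition at least 50% and at least half of replicates individually reaching 50%; inconclusive = only one of the two criteria met; inactive = neither criterion met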;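 note: exported cargo escapes ClpAP degradation while cytoplasmic cargo is degraded and loses fluorescence; 0% = median of neutral control wells and 100% = median of NaSCN control wells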
PKA-R2B activ: activators of human PKA-R2B complex; P22694+P31323; PKA-R2B holoenzyme dissociation, Cy5-IP20 fluorescence polarization; R2B truncated from residue 108, S112A mutant; 0% DMSO only, 100% 113 µM cGMP; activation, % at 11.4 µM; actives 0.079% (n = 340,000); AID 504700;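 active = activation above a cutoff set at the mean over all compounds plus 3 SD, cut at about 18% in these data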;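 note: higher means more holoenzyme dissociation and a rise in polarization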
Target sequence (P31323 whole entry, looked up, other chains not shown, the tested form may be a part): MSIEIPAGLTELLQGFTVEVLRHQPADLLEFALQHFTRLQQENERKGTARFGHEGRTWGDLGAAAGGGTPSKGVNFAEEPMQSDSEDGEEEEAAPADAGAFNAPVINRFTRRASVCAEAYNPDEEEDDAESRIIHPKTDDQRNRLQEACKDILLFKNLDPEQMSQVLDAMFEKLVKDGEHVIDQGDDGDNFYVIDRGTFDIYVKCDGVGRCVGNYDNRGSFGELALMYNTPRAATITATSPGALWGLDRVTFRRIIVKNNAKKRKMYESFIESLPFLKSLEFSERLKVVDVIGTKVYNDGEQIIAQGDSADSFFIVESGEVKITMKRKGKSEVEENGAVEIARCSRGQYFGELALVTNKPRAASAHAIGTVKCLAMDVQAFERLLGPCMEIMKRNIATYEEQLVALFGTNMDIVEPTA
AddAB inh: less growth of phage-infected E. coli with AddAB. E. coli expressing H. pylori AddAB, absorbance growth. inhibition, % at 11.9 µM. actives 0.29% (n = 330,000). AID 435030; in the data active = inhibition above about 12%;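 note: 0% = vehicle wells of infected cells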
phage Ecoli inh: E. coli growth loss with phage present; growth absorbance; inhibition, % at 11.9 µM; actives 0.26% (n = 360,000); AID 651602; in the data active = inhibition above about 11%
DAGLB inh: blocks human DAGLB lipase activity | actives 0.059% (n = 340,000) | HEK293T DAGLB membrane lysate, EnzChek fluorogenic substrate | AID 504411 | Q8NCG7 | inhibition, % at 5.17 µM; in the data active = inhibition above about 34%;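 note: 0% = enzyme with vehicle and 100% = wells lacking enzyme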
CDK5 p35 inh: inhibitors of human CDK5/p35 kinase; Q00535+Q15078; Recombinant CDK5/p35, ADP-Glo luminescence, 60 min; inhibition, % at 10 µM; actives 0.01% (n = 330,000);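 active = highest replicate inhibition of at least 50% and at least 75% of replicates reaching 50%; inconclusive = only one of the two criteria met; inactive = both criteria failed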;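 note: plate controls were DMSO neutral control for no effect and GW8510 at 10 µM for full effect; many of its hits are not listed in these tables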
HTR5A ag ctr: counter-screen for OPRM1-OPRD1 agonists: human HTR5A agonism. P47898. actives 0.61% (n = 340,000). HTR5A agonist assay, luminescence, cell-based. activation, % at 9.3 µM; in the data active = activation mostly above about 9.5%, no sharp cut-off; inactive = mostly below about 7.6%;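 note: 0% = cells with vehicle only and 100% = reference agonist; strong numbers were not always called active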
Target sequence (P47898 whole entry, looked up): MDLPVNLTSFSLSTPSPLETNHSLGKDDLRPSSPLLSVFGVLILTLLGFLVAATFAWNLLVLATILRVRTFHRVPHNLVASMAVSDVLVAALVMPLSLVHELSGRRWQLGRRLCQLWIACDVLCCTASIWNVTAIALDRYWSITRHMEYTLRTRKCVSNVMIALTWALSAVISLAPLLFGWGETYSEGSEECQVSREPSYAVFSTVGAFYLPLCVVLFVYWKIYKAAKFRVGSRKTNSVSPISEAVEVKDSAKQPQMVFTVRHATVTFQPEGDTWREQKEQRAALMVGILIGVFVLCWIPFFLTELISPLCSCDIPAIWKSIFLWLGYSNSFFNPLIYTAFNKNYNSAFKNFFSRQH
Ecoli viability: reduces bacterial viability in AddAB counter-screen. E. coli V3065 growth, OD600 absorbance, 18 h. actives 0.27% (n = 330,000). inhibition, % at 11.9 µM;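 active = inhibition above the campaign's mean inhibition across all tested compounds plus 3 SD, cut at about 9.9% in these data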;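 note: uninfected addAB+ strain grown without phage in ampicillin broth; 0% = DMSO wells and 100% = ciprofloxacin 0.95 µg/ml wells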
HTR5A inv ctr: counter-screen for OPRM1-OPRD1 inverse agonists: human HTR5A inverse agonism; AID 504634; inhibition, % at 9.3 µM; P47898; actives 0.083% (n = 340,000); HTR5A cell line, luminescence; in the data active = inhibition mostly above about 23%, no sharp cut-off; inactive = mostly below about 18%;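 note: 0% = cells with DMSO and 100% = no-cell wells with DMSO; some compounds called inactive have numbers as strong as hits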
SUMO Mot1 rescue: inhibitors of SUMOylation pathway: yeast Mot1-301 growth rescue; S. cerevisiae Mot1-301 growth rescue, ATP luminescence, 38.5C; percent above DMSO median, 100 means doubled; growth rescue, % at 18.8 µM; actives 1% (n = 320,000); AID 2716;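 active = every valid replicate shows activation above 250% relative to neutral control wells; inactive = the rest, any valid replicate at or below 250%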;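 note: OY570 slx delta 5 strain wells were the positive control but not used for scaling; some compounds called inactive have numbers as strong as hits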
PKA-R1A act: activates the PKA-R1A holoenzyme complex. PKA-R1A dissociation, Cy5-IP20 fluorescence polarization; scaled: DMSO 0%, 113 µM cGMP 100%. actives 0.083% (n = 340,000). activation, % at 11.4 µM. P00514+P68181;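 active = percent activation above the mean of all tested compounds plus 3 SD, cut at about 19% in these data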;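 note: higher means more PKAc released from R1A so a rise in polarization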
An asterisk follows results filed as active; ? = inconclusive; / = no result given; & = joins results of further samples. Compounds were not picked by outcome, and some 2.3% of all compounds hit somewhere here.

SMILES,Tat export inh,PKA-R2B activ,AddAB inh,phage Ecoli inh,DAGLB inh,CDK5 p35 inh,HTR5A ag ctr,Ecoli viability,HTR5A inv ctr,SUMO Mot1 rescue,PKA-R1A act
OC(CN1CCN(Cc2ccccc2)CC1)c1ccc(F)cc1 (stereo unspecified),4,-10,1.9,1.0,-1,-1.6,-9,1.4,22,14,1
CCC(C)[C@H](NC(=O)Nc1ccc(C)cc1C)C(=O)O (stereo partly specified),-10,0,2.2,0.6,-3,0.3,-6,1.5,16,-4,-9
COc1ccc(/C=C(/NC(=O)c2ccccc2)C(=O)NCCCn2ccnc2)cc1OC,3,-5,1.8,0.2,1,0.7,0,-0.3,4,-6,8
CC(=O)C(/C=N/c1ncc(C(F)(F)F)cc1Cl)=C(\C)O,-1,-8,4.0,3.5,0,0.5,0,2.5,1,-10,-7
C=C(C)CNC(=S)N/N=C(\C)c1cccc(NC(C)=O)c1,14,-2,/,1.2,1,1.1,4,/,-10,/,8
CCOC(=O)C1(Cc2ccccc2)CCCN(C2CCN(C(C)=O)CC2)C1 (stereo unspecified),2,0,2.9,0.3,-1,-1.4,2,0.6,-1,-6,1
CCC(C)C(=O)Nc1nnc(SCC(=O)NC2CCCC2)s1 (stereo unspecified),-1,0,3.0,0.5,3,-0.3,-2,-1.4,5,17,-1
O=C(NN1C(=O)NC2(CCCCC2)C1=O)c1cc2cc(Cl)ccc2o1,-7,-1,1.0,1.4,-1,0.6,-3,0.3,7,4,0
O=C(CCCSc1nc2ccccc2s1)NC1=NCCS1,4,3,4.2,1.3,-3,1.1,-2,-1.8,-14,-3,-2
Cc1ccc(NC(=O)CN2C(=O)COc3ccc(C)cc32)nc1,-3,-2,0.4,0.3,0,1.4,3,-3.7,-44,6,1
CC1(c2ccccc2)NC(=O)N(CC(=O)Nc2ccc(S(N)(=O)=O)cc2)C1=O (stereo unspecified),-8,0,1.7,-1.2,-3,6.2,0,-1.1,-17,111,-7
O=C(C1CCN(C2CCN(C/C=C/c3ccccc3)CC2)CC1)N1CCOCC1,3,-5,3.0,3.1,0,0.3,-1,-2.6,-17,8,-2

(listing goes on)
SMILES,Tat export inh,PKA-R2B activ,AddAB inh,phage Ecoli inh,DAGLB inh,CDK5 p35 inh,HTR5A ag ctr,Ecoli viability,HTR5A inv ctr,SUMO Mot1 rescue,PKA-R1A act
COc1ccc(C(=O)CSc2nnc(CC(=O)Nc3ccccc3OC)n2C)cc1,-1,-8,-0.3,2.7,-1,0.0,2,0.7,-5,14,-8
COc1ccc(/C=C(/NC(C)=O)C(=O)O)cc1,2,-1,1.9,0.7,-8,-0.2,-3,-2.3,7,-14,-5
COc1ccc(CC(=O)N(C)Cc2cccc(OC)c2OC)cc1S(=O)(=O)N1CCOCC1,-3,5,2.7,1.8,-1,-0.4,-3,0.6,1,85,-4
Cc1[nH]nc2c1C1(C(=O)Nc3ccc([N+](=O)[O-])cc31)C(C#N)=C(N)O2 (stereo unspecified),6,-6,5.1,1.2,1,-1.1,0,-2.8,0,3,-8
CCOC(=O)c1nnc(-c2ccccc2)nc1N1CC(C)OC(C)C1 (stereo unspecified),1,-1,1.0,5.3,-1,-1.1,6,-1.8,-16,5,8
CC(=O)CCc1oc2c([N+](=O)[O-])cccc2c1-c1ccc(C)o1,3,0,0.4,3.2,1,1.3,1,-2.4,-56,-15,4
COc1ccc(CNC(=O)N2CCc3ccccc3C2)cc1,4,5,1.9,1.8,-5,0.3,7,0.8,-10,-14,0
CC(C)CNC(=O)NC(=O)COc1ncnc2sccc12,-12,5,0.4,3.4,-3,-0.1,-4,0.4,14,-7,3
COc1cc2c(cc1OC)CN(C(=O)C(CCSC)NS(=O)(=O)c1ccc(C)cc1)CC2 (stereo unspecified),-2,-10,-0.5,1.0,-3,3.2,4,-1.0,-16,18,20*
O=C(CSc1ncnc2c1cnn2-c1ccc(F)cc1)NC1CCCC1,-9,-1,1.5,2.4,-3,-0.9,-5,-2.0,0,-8,-7
Nc1nonc1-n1nnc(C(=O)N/N=C/c2cccc(F)c2)c1-c1ccccc1,-2,-2,2.4,1.6,3,-2.0,-7,-0.9,19,8,8
O=C(O)c1ccc2c(c1)C(=O)N(Cc1ccco1)C2=O,4,4,-0.1,0.1,2,-5.7,3,-2.5,-10,-13,-3

Other compounds
SMILES,Tat export inh,PKA-R2B activ,AddAB inh,phage Ecoli inh,DAGLB inh,CDK5 p35 inh,HTR5A ag ctr,Ecoli viability,HTR5A inv ctr,SUMO Mot1 rescue,PKA-R1A act
Cc1cc(C(C)(C)C)cc(C)c1COC(=O)c1cccnc1,8,7,0.6,2.9,-5,-2.1,2,-1.6,-6,-11,1
CCc1nc(SCC(=O)NNC(=O)C(C)C)c2ccccc2n1,-3,-3,0.0,1.6,-2,-0.1,3,-2.1,-10,-9,-4
Cc1ccc(S(=O)(=O)c2cc3c(=O)n4ccccc4nc3n(CCCN3CCOCC3)c2=N)cc1C,-2,6,1.5,2.1,2,-2.1,-2,0.2,7,6,2
Cc1ccc(C)c(NC(=S)N(CCc2ccncc2)C(C)C)c1,?,-3,2.8,0.6,0,3.0,-4,2.1,10,-9,-10
O=C(CSc1cccc[n+]1[O-])N1CCc2ccccc21,1,0,2.8,-2.8,2,0.2,-2,0.3,5,898*,12
COc1cc(/C=N\NC(=O)c2ccc(=O)[nH]n2)cc(OC)c1OC,-1,8,3.6,2.2,-2,-1.7,5,-1.1,-1,681,-3
Cc1ccc2nc(C)c(C(=O)NN=C3CCCCCC3)n2c1,-2,-4,1.7,6.0,-1,0.6,2,0.5,-6,10,11
CN(CC(=O)Nc1ccc(F)cc1)C(=O)c1cc2c(s1)CCCCC2,1,3,4.9,2.5,-8,-0.3,-2,-0.7,5,15,-2
COc1ccc(CN=C2NC(=O)CC(C(=O)Nc3ccc(F)cc3)S2)cc1 (stereo unspecified),4,-4,4.3,3.1,0,1.0,0,-0.7,-20,92,6
Cc1cc(C(F)(F)F)n2ncc(-c3cccc(Br)c3)c2n1,-1,-5,-2.2,3.5,-3,-0.9,5,-0.3,22,-7,1
O=C(Cn1c(=O)[nH]c2ccsc2c1=O)NC1CCCCC1,-5,-9,3.4,3.0,3,0.0,3,1.3,18,-38,-3
Cc1c(C(=O)NCc2ccccc2)c(-c2ccccc2)nn1-c1ccccc1,16,-6,0.4,1.2,-6,0.1,1,-0.7,10,8,-5

The listing continues.
SMILES,Tat export inh,PKA-R2B activ,AddAB inh,phage Ecoli inh,DAGLB inh,CDK5 p35 inh,HTR5A ag ctr,Ecoli viability,HTR5A inv ctr,SUMO Mot1 rescue,PKA-R1A act
Cc1ccc(NC(=O)Cn2c(=O)n(CCCCC(=O)NCc3ccco3)c(=O)c3ccccc32)cc1,-1,-9,5.5,1.2,0,1.4,8,4.0,-17,0,-9
COc1ccc(OC)c(NC(=O)CN2CCC(C(=O)c3ccc(C)cc3)CC2)c1,-1,-7,-0.8,1.1,-1,-0.9,1,-1.5,-13,-10,2
Cc1ccc(NC(=O)COC(=O)c2nn(C)cc2Cl)cc1,-7,-2,-2.0,2.8,0,-1.0,0,-2.5,0,-18,-6
COc1cc(CCCN2C(=S)NC[C@H]2Cc2ccc(O)cc2)cc(OC)c1OC,-3,2,1.1,2.2,-2,0.1,3,-1.5,-5,6,5
CCCCN(C(=O)c1cc(-c2ccncc2)nc2ccccc12)c1c(N)n(CC(C)C)c(=O)[nH]c1=O,-9,-12,-0.8,-0.7,6,0.2,6,-0.2,-23,9,-7
O=C(N/N=C/c1ccc2c(c1)OCO2)c1sc2cc(Cl)ccc2c1Cl,0,-6,5.2,4.8,-1,-1.1,-4,-0.7,-23,2,-4
CCCN1CCN(C(=O)c2cccc3c2C(=O)N(CCOC)C3)CC1,-6,-11,-1.0,3.3,0,-1.0,10,-0.5,-1,-6,-3
CN1C(=O)CC(N2CCN(c3ccc(Cl)cc3)CC2)C1=O (stereo unspecified),3,-6,2.0,4.0,-1,-0.3,0,-3.3,1,6,8
COCCNC(=O)C(C)Oc1ccccc1 (stereo unspecified),1,9,-0.7,4.6,1,1.6,9,-1.2,-24,174,-10
COc1ccc(-c2nc(N3CCC(C)CC3)[nH]c(=O)c2C#N)cc1,4,-4,4.7,0.2,-1,0.9,1,-0.4,6,77,0
CCCCc1c(C)nc(Nc2ccc(OC)cc2)[nH]c1=O,2,-5,1.2,5.2,3,-0.3,-2,0.1,-19,/,-18
Cc1ccc(-n2ncc3c2CCCC3NC(=O)CCCN2CCCC2=O)cc1C (stereo unspecified),7,5,-3.7,3.6,0,-0.9,2,-1.2,-4,9,-6

(further entries)
SMILES,Tat export inh,PKA-R2B activ,AddAB inh,phage Ecoli inh,DAGLB inh,CDK5 p35 inh,HTR5A ag ctr,Ecoli viability,HTR5A inv ctr,SUMO Mot1 rescue,PKA-R1A act
N#Cc1ccccc1NCc1ccccc1,3,-8,0.8,-0.1,-5,2.0,3,1.2,-35,1,4
CN1CCC[C@@H]1CCNC(=O)c1c(-c2ccc3c(c2)OCO3)noc1-c1ccsc1,13,0,2.5,1.1,1,1.9,0,0.7,-42,0,-13
Cc1c(Br)c(=O)oc2c(Br)c(O)c(O)cc12,-3,-7,12,10,32,-0.9,5,9.3,-8,-2,-8
COc1ccc(COCC(O)CN2CCN(S(=O)(=O)c3ccc(C(C)C)cc3)CC2)cc1 (stereo unspecified),2,4,-1.5,1.0,-3,0.5,3,0.0,-7,8,-8
CC(C)CN1C(=O)c2ccc(C(=O)Nc3ccccc3C(=O)O)cc2C1=O,2,0,-1.5,1.7,10,0.8,-1,1.4,5,5,5
CC1(c2ccc(OC(F)F)cc2)NC(=O)N(CC(=O)Nc2ccc(Cl)cc2F)C1=O (stereo unspecified),-1,-6,4.6,1.8,-3,-1.6,0,-0.4,-1,5,-19
O=C(CCCc1ccccc1)Nc1ccnn1C1CCN(Cc2ccccc2F)CC1,0,-4,1.5,0.7,-4,0.1,4,0.7,16,-4,-4
O=C(NCCO)C1COc2ccccc2O1 (stereo unspecified),-2,4,3.2,4.1,2,-0.1,9,0.5,-7,-10,-4
Cc1cc(C)c2nc(NC(=O)C3CCCO3)sc2c1 (stereo unspecified),-1,-4,-1.6,-0.1,-10,-1.6,0,2.2,9,1,-14
Cc1ccc([N+](=O)[O-])c(OCCN2CCNCC2)c1,4,-5,1.6,1.9,0,-0.8,-3,-0.4,7,7,-9
CCOC(=O)C1=NNC(C(=O)c2ccccc2)C1c1ccc(C)cc1 (stereo unspecified),2,-4,-2.1,-1.3,-5,-0.3,3,0.6,-24,-22,2
CCn1c2ccc(C)cc2c2nc3cc(C(=O)O)ccc3nc21,0,-9,1.0,3.1,2,1.3,1,-3.0,-1,-13,4
COc1c2ccoc2nc2c(OC)cccc12,-3&2,-8,0.4,3.9,-1,-2.1,3,-0.3,-2,234,8
Cc1nn(C)cc1C(=O)NNC(=S)Nc1ccc(Cl)cc1,-17,1,1.9,2.8,-1,1.3,-6,0.2,7,4,10
COc1ccc(NC(=O)Cn2c(C)csc2=O)c(OC)c1,-5,0,0.2,-1.2,1,1.0,-1,0.2,3,-18,-4
